High-throughput results from PubChem.
Pf growth 96h = P. falciparum growth inhibition at 96 hours; P. falciparum luciferase reporter growth, 96 h; Potency, µM (series often up to 28.7 µM), inactives show at the highest dose activity change, negative = inhibition, actives largely listed as inhibitors; 6.9% of 320,000 active; further: potency means the concentration at half of the fitted maximal effect; on the % scale 0 is the no-effect control and ±100 the full control effect
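Two-generation exposure (96 h) targets delayed-death phenotype. Reporter parasites carrying integrated firefly luciferase, in red cells at 2% hematocrit and 0.05% parasitemia final, kept at 37 C, 5% CO2; luminescence loss indicates inhibition.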
LmPK inhibitor = LmPK (Leishmania mexicana) enzyme inhibition | Q27686 | purified LmPK, Kinase-Glo ATP luminescence, 1 h | Potency, µM (top dose mostly 57.5 µM), for inactives: at the top dose activity change, negative = inhibition, usual class: inhibitors | 0.37% of 290,000 active | AID 1721; further: potency means the concentration at half of the fitted maximal effect; on the % scale 0 is the no-effect control and ±100 the full control effect
Target sequence (Q27686 whole entry, looked up): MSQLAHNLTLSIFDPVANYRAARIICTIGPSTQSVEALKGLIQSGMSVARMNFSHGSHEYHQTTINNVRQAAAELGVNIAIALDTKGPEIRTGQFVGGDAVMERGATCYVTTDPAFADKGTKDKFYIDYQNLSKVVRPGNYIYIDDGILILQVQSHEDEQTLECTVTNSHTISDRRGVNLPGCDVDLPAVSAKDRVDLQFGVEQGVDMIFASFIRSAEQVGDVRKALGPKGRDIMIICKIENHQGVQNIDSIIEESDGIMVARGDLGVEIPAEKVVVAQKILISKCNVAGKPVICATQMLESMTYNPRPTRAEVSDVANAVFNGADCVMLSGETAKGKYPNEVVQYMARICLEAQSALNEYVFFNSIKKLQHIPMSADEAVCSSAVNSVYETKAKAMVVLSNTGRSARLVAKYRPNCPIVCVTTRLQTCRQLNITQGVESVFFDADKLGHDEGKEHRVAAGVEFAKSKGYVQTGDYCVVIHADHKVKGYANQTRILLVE
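0.1 nM LmPK, 0.5 mM PEP, 0.1 mM ADP; 50 mM imidazole pH 7.2, 7 mM MgCl2, 50 mM KCl; 1 h RT. Kinase-Glo luminescence readout, normalized to no-enzyme (full inhibition) and uninhibited wells.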
Shiga toxin inh = Shiga toxin inhibition; Vero cells, Shiga toxin protein synthesis inhibition reporter; inhibition, % at 38.7 µM; 9.2% of 290,000 active; in the data active means inhibition mostly above about 28%, no sharp cut-off; inactive means mostly below about 43%; further: 0% is about no effect
AmpC inh no detg = blocks E. coli AmpC beta-lactamase in detergent-free assay. Potency, µM (doses to about 57.1 µM), for the others: at the top dose activity change, negative = inhibition, hits mostly inhibitors. P00811. 0.52% of 330,000 active. AmpC nitrocefin hydrolysis, absorbance 480 nm, 0.0001% Triton;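 further: potency means the concentration at half of the fitted maximal effect; plate controls were no compound for no effect and no enzyme for full effect; nearly all actives have a fitted effect of over 20% in size; some results filed as inactive show a strong effect at the top dose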
Target sequence (P00811 whole entry, looked up): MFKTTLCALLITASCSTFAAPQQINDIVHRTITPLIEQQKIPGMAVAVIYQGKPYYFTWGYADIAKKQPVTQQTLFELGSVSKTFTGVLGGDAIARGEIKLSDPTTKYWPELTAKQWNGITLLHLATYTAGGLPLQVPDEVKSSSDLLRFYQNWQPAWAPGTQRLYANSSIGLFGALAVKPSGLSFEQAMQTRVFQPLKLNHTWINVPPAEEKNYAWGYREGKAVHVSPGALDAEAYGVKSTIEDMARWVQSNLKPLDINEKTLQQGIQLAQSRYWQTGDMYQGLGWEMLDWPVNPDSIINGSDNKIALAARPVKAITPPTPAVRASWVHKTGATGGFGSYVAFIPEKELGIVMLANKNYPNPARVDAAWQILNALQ
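20 mM phosphate pH 7.0 + 0.01% (detergent screen) or 0.0001% Triton X-100; 5.3 nM AmpC reagent; cpd preinc 15 min RT; nitrocefin (800 uM stock) to start; A480 q20 s × 4 min; Activity was normalised to no-enzyme and no-compound control wells.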
TbPYK inhibitor = blocks Trypanosoma brucei pyruvate kinase; Q57TT1; TbPYK enzyme, Kinase-Glo Plus ATP luminescence, 45 min; Potency, µM (top dose mostly 76.8 µM), for the others: at the highest dose activity, negative = inhibition, usual class: inhibitors; 0.12% of 410,000 active; further: potency means the concentration at half of the fitted maximal effect; on the % scale 0 is the no-effect control and ±100 the full control effect; nearly all actives have a fitted effect of over 50% in size
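Readout: single end-point luminescence (Kinase-Glo Plus, 10 min). Reaction conditions were TbPYK/substrate plus 130 uM ADP, 45 min at RT, pH 7.2 TEA buffer. No-enzyme wells served as controls, and data were normalized before concentration-response fitting.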
Pf growth 48h = inhibits P. falciparum growth in the first generation, 48 h. Potency, µM (titrated, usually from 28.7 µM), without a hit: at the top dose activity change, negative = inhibition, most hits filed as inhibitors. AID 504832. P. falciparum luciferase growth in erythrocytes, 48 h. 5.9% of 310,000 active; further: potency means the concentration at half of the fitted maximal effect; on the % scale 0 is the no-effect control and ±100 the full control effect
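Read-out is firefly luciferase luminescence from an integrated reporter in P. falciparum, so falling signal marks reduced parasite growth. Infected erythrocytes were at 2% hematocrit and 0.1% parasitemia (final) in Albumax-supplemented RPMI 1640.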
Cycloheximide cs = counter-screen for Shiga toxin inhibitors: cycloheximide protein synthesis inhibition; max response, %; 12% of 300,000 active; cell reporter, cycloheximide protein synthesis inhibition counterscreen; AID 2314; in the data active means max response mostly above about 13%, no sharp cut-off; inactive means mostly below about 14%; further: read at 38.3 µM for the half of the compounds with a filed dose; 0% is about no effect
Starred values were filed as active, the others as inactive; ? = inconclusive; . = not tested or not shown; & = joins results of further samples; [ ] = another dose, or the depositor's remark. Unless noted, the call rests on the fitted dose curve; in most records, active means well fitted curve in the direction sought with a large enough effect; inconclusive means small, poorly fitted or top-dose-only effect, or another doubt; inactive means no such curve, though single readings can be large; an effect the other way counts as inactive or inconclusive.

SMILES | Pf growth 96h | LmPK inhibitor | Shiga toxin inh | AmpC inh no detg | TbPYK inhibitor | Pf growth 48h | Cycloheximide cs
O=C(Cc1c(Cl)cccc1Cl)OCc1ccccn1 | ? | 0% | 59* | -11% | -1% | ? | 25*
CCN(CC)c1ccc(NC(=O)C2CCCN(S(=O)(=O)c3cnc[nH]3)C2)c(C)c1 (stereo not given) | 3% | 0% | -5 | -2% | -6% | . | -3
COCC(=O)NC1CC2CCCC(C1)N2Cc1ccccc1 (stereo not given) | 7% | 0% | -1 | -15% | -4% | 12% | -2
CC(=O)SCC(=O)N=c1sc2cc(F)ccc2n1C | 33%[activator] | 0% | 2 | . | 1% | -5% | -2
C=CCc1cc(OC)ccc1OCCN(C)Cc1ccccc1 | -14%[5.75 µM] | 1% | -5 | 33% | -12% | -2% | -1
CCc1cc2c(NCCO)ncnc2s1 | . | -5% | -17 | -9% | 2% | 8% | -3
O=C(O)Cn1ccc2ccccc21 | 63%[activator] | 3% | -6 | -17% | -2% | 17% | -2
COc1ccc(C(=O)Cn2cnc3ccc(Cl)cc3c2=O)cc1F | -10% | -4% | 4 | -22% | -8% | -30% | 17
CC(C(=O)Nc1ccccc1)N1C(=O)c2ccccc2C1=O (stereo not given) | 3% | 3% | 21 | -13% | -5% | 4% | -4
Cc1ccc(-c2nnc(N3CCCCC3)c3ccccc23)cc1S(=O)(=O)N1CCN(C)CC1 | 12% | -2% | -9 | 25% | 10% | ? | -9
COc1ccc(C2CC(=O)c3cnc(N4CCN(Cc5ccccc5)CC4)nc3C2)cc1 (stereo not given) | 12% | 1% | 9 | 2% | -18% | 12µM* | 9
O=C(Cn1c(NCCCO)nc2ccccc21)c1ccc(Br)cc1 | -27% | 8% | -10 | 55%[activator] | -1% | . | 2
Cc1ccc(C(=O)N2CCN(c3ccc([N+](=O)[O-])c(NCc4ccco4)c3)CC2)cc1 | 4.7µM* | 2% | -10 | 20% | 1% | ? | 2
O=C(NCCc1ccccc1Cl)C1CCC(=O)N(Cc2ccc(Cl)cc2)C1 (stereo not given) | -10% | -6% | -2 | 131%[activator] | 1% | -29% | 8
OC1OC[C@@H](O)[C@H](O)[C@H]1O (stereo not given in full) | 0% | . | -7 | -8% | . | 11% | -7
Cc1cc(C)n(-c2ccc(Oc3ccccc3)c(S(=O)(=O)O)c2)n1 | ? | -1% | -9 | -18% | -1% | -7% | -1
C=CCn1c2ccccc2n2nc(C)c(=O)nc12 | ? | 2% | -4 | -7% | -2% | -17% | -2
CCOc1ccccc1NC(=O)NNS(=O)(=O)c1cc(C)ccc1C | 7% | 7% | 2 | -35% | -4% | -6% | -2
Cc1ccc(S(=O)(=O)N2CCC(C(=O)OCC(=O)N3CC(C)CC(C)C3)CC2)cc1C (stereo not given) | 5% | . | . | 124%[activator] | 4% | ? | .
COc1cccc2cc(C(=O)n3ccc(C)n3)c(=O)oc12 | . | -12% | -9 | -12% | 0% | -8% | 2

Profiles as entered above:
Listed for Cc1cc(C)n(-c2ccc(Oc3ccccc3)c(S(=O)(=O)O)c2)n1 : Pf growth 96h: ?; LmPK inhibitor: -1%; Shiga toxin inh: -9; AmpC inh no detg: -18%; TbPYK inhibitor: -1%; Pf growth 48h: -7%; Cycloheximide cs: -1
Listed for Cc1ccc(S(=O)(=O)N2CCC(C(=O)OCC(=O)N3CC(C)CC(C)C3)CC2)cc1C (stereo not given) : Pf growth 96h: 5%; LmPK inhibitor: .; Shiga toxin inh: .; AmpC inh no detg: 124%[activator]; TbPYK inhibitor: 4%; Pf growth 48h: ?; Cycloheximide cs: .

Continued:
SMILES | Pf growth 96h | LmPK inhibitor | Shiga toxin inh | AmpC inh no detg | TbPYK inhibitor | Pf growth 48h | Cycloheximide cs
COc1cccc(NC(=O)CSc2nnc(Cc3cccn3C)n2-c2ccc(F)cc2)c1 | 4.1µM* | 0% | 29* | 76%[activator] | -1% | ? | 19*
COc1cc(OC)cc(C(=O)N[C@H](C(=O)Nc2ccc(NC(C)=O)cc2)C(C)C)c1 | 18% | 2% | 2 | -8% | 0% | -8% | -1
Cc1c(Cl)c(C(=O)Nc2nc3ccccc3n2CCN2CCCCC2)nn1C | 21% | 11% | 25 | -10% | . | . | 1
CC(C)CC(=O)NN1CCCCC1 | 9% | -1% | -11 | -8% | 1% | . | 16
COc1ccc(-n2c(SCC(=O)Nc3ccc(Br)cc3)nc(O)cc2=O)cc1 | -23% | -5% | -2 | ? | -1% | ? | 1
O=C(O)C1CCCN1S(=O)(=O)c1ccc(Cl)c(Cl)c1 (stereo not given) | -1% | -4% | -16 | -25% | 2% | -8% | 1
N#CC1=C(c2ccccc2)/C(=C/c2ccccc2)OC1=O | . | 11% | -5 | -22% | 4% | 5% | -5
CCNC(=O)c1ccccc1SCc1ccccc1 | ? | 0% | 14 | 11% | 0% | 21% | 2
Cc1cccc(C)c1NS(=O)(=O)c1ccc2c(c1)NC(=O)CO2 | -8% | -5% | -16 | -30% | -1% | 2% | -3
COc1ccc(Br)cc1/C=C/C(=O)c1ccc(NC(C)=O)cc1 | 288%[activator] | 3% | -16 | 42% | -7% | -85% | -6
CC(=O)N1CCC(C(=O)Nc2ccc(S(=O)(=O)N3CCC(C)CC3)cc2)CC1 | 48%[activator] | 2% | -5 | 53% | -6% | -9% | -2
O=C(COc1ccc2c3c(c(=O)oc2c1)CCCC3)N1C[C@H]2C[C@@H](C1)c1cccc(=O)n1C2 | ? | -9% | -5 | 11% | -10% | -28% | -4
COc1ccc(/C=N\NC(=O)c2ccc(-c3ccccc3)cc2)cc1COC(C)=O | ? | -9% | -13 | -4% | -11% | -16% | -2
Cc1ccc(C)c(Cn2nnc3c(=O)[nH]c(C4CCCN(C(=O)C5CCC5)C4)nc32)c1 (stereo not given) | 42%[activator] | -3% | -14 | 55% | -4% | ? | -1
O=C(CCNC(=O)c1ccc(Cl)cc1)NCCCN1CCOCC1 | 15% | . | . | -23% | 5% | 0% | .
Cc1ccc(-n2c(=O)[nH]c3ncccc3c2=O)cc1 | -2% | 3% | -4 | -6% | 9% | 10% | 1
CC(/C=C/c1ccccc1)=N\NC(=O)CSc1ccccn1 | ? | 2% | 14 | -5% | -7% | -25% | 0
Cc1ccc(NC(=O)CN2CCC(Cc3ccccc3)CC2)cc1S(=O)(=O)N(C)C | ? | -2% | -15 | 67%[activator] | 9% | ? | -6
OCc1nc2ccccc2n1CCCOc1ccc(Br)cc1 | . | 7% | 40* | . | 8% | 19% | 21*
Cc1ccc(Cc2c(C)nc3nc(SCC(=O)NCc4ccco4)nn3c2C)cc1 | -13% | 7% | -25 | 0% | 0% | 1% | -5
CC(=O)Oc1ccc(C(=O)Nc2cc(C)ccc2NC(=O)COc2ccccc2)cc1 | 49%[activator] | 7% | 7 | -17% | 1% | 15% | -1
COC(=O)Cc1c(O)ccn(CCc2c[nH]c3ccc(OC)cc23)c1=O | 36%[activator] | -4% | -2 | -22% | -2% | 0% | -1
CN(CCC#N)C(=O)CSc1ncnc2sc(-c3ccccc3)cc12 | ? | 6% | 62* | 165%[activator] | -3% | -2% | 31*
Nc1c(CC(=O)O)cccc1C(=O)c1ccc(Br)cc1 | -3% | . | . | . | 1% | -1% | .
CC(=O)Nc1ccc(NC(=S)NC(=O)/C=C/c2ccc(Cl)cc2)cc1 | 5% | -4% | -5 | -11% | 3% | 2% | -2
COc1ccc(Nc2nc(C)nc3c2nnn3Cc2ccccc2)cc1OC | 12% | 3% | 8 | 28% | 0% | ? | 0
COc1ccc(CC(=O)N2CCN(C)CC2)cc1 | 100%[activator] | 0% | -13 | -11% | 3% | 43%[activator] | 9
CCOc1ccc(Br)cc1S(=O)(=O)Nc1ccc(NC(=O)c2ccccc2C)cc1 | ? | 3% | 27 | -19% | 4% | -22% | 10
O=C(Nc1ccnn1C1CCN(Cc2ccccc2OCCO)CC1)c1cccc(F)c1 | ? | 1% | -20 | 40% | 3% | -5% | -2
CCOC(=O)Cc1csc(SCC(=O)Nc2nccs2)n1 | 22% | . | . | -12% | -10% | 37%[activator] | .
CC(C)(C)c1ccc(SCCc2ccncc2)cc1 | -27% | 2% | 69* | 49% | 1% | ? | 12*
Cc1nc(SCC(=O)NCCc2ccccc2)c2oc3ccccc3c2n1 | 15% | 9% | -8 | -13% | 5% | 37%[activator] | 4
Cc1ccc(-n2nc(C)c(Sc3ccccc3[N+](=O)[O-])c2N)cc1 | -14% | 7% | 0 | -45% | 8% | -2% | -2
COc1ccccc1CCNC(=O)C(=O)NCC1OCCN1C(=O)c1ccc(Cl)cc1 (stereo not given) | 1% | 0% | -12 | 18% | 1% | ? | -2
Cc1ccc(O)c(NC2=C(Cl)C(=O)N(Cc3ccccc3)C2=O)c1 | ? | -9% | -2 | -45% | 35µM* | 12µM* | -2
CCOc1ccc(C(=O)NCC(=O)NNC(=O)CN(C)S(=O)(=O)c2ccc(Cl)cc2)cc1 | 4% | . | . | -1% | -1% | -9% | .
O=C(N/N=C/c1cccnc1)c1ccc(NC(=O)c2ccc(Cl)cc2)cc1 | 20% | 5% | -5 | -11% | -2% | ? | -3
NC(=O)CC1NC(=O)c2cc([N+](=O)[O-])cc(I)c2OCCC(C(N)=O)NC(=O)[C@@H]2CCCN2C1=O (stereo not given in full) | 0% | 1% | -17 | -1% | 4% | -3% | -2
Cc1ccc(OCc2nc(-c3ccc(-n4cccc4)cc3)no2)cc1C | ? | 2% | -12 | -10% | 0% | . | -7
CCc1ccc(-c2nc(-c3ccncc3)no2)cc1 | -23% | -20% | 85* | 3% | -8% | 14% | 42*
O=[N+]([O-])c1ccc(NCCNS(=O)(=O)c2ccccc2)c(C(F)(F)F)c1 | ? | 0% | -12 | -11% | 2% | ? | -4
CCCn1c(=O)c2ccccc2n2c(SCCOc3ccc(Cl)cc3)nnc12 | 27% | 0% | 70* | 5% | -3% | 27% | 13
CC(C)Cc1nc(Cl)c(C#N)c2c1CCC2 | 36%[activator] | 1% | -2 | -6% | -3% | 1% | -3
Cc1cc(NC(=O)CCNS(=O)(=O)c2cc(Br)cnc2N)ccc1Br | ? | -5% | -6 | -12% | -14% | . | -3
CCOC(=O)c1ccc(N2CCN(c3ccc(F)cc3)CC2)c(NC(=O)Nc2cccc(OC)c2)c1 | ? | -1% | -10 | -24% | -2%&1% | ? | -2
O=C(CN(C(=O)c1csnn1)c1cccc(F)c1)NCc1ccc(F)cc1 | 3% | 6% | -2 | -24% | -1% | 3% | 2
COc1ccc(N(CCN2C(=O)c3ccccc3C2=O)C(=O)c2cccc([N+](=O)[O-])c2)cc1 | -26% | 2% | -16 | 55% | -6% | 4% | 1
CC1CCCN(C(=O)C2COc3ccccc3O2)C1 (stereo not given) | 35%[activator] | -3% | 3 | -2% | 6% | 29% | -2
COc1ccc(-c2cc(C(=O)NCc3cccnc3)no2)cc1 | ? | -9% | 73* | -14% | -2% | 57%[activator] | 43*

Rows are unselected. Share with any hit: about 22%.
